# NPY1 pot ag – potentiators or agonists of human neuropeptide Y receptor Y1 | P25929 | NPY-Y1 expressing cells, potentiator/agonist activation | activation, % at 3.6 µM | 220,000 tested, 0.37% active | AID 1304; in the data active = activation above about 33%, passing the limit was not always enough;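 also: cells stimulated with NPY at EC10 then isoproterenol at EC100; 0% = low agonist plus stimulus and 100% = saturating agonist plus stimulus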
# Target sequence (P25929 whole entry, looked up): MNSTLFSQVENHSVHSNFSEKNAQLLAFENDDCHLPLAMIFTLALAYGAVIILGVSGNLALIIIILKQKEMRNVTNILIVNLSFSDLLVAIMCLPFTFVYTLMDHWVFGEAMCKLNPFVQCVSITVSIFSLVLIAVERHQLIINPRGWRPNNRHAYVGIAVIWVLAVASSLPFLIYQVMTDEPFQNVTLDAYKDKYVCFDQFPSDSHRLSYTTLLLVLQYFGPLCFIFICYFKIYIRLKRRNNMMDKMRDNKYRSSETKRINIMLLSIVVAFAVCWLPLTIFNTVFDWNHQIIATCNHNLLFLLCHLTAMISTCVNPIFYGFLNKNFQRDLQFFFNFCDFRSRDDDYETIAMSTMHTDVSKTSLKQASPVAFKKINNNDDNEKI
# NPY Y1 blocker – blocks the human neuropeptide Y Y1 receptor | P25929 | HEK293-CNG Y1 cells, membrane potential fluorescence; NPY at EC95, then isoproterenol | inhibition, % at 3.6 µM | 200,000 tested, 1% active;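 active = inhibition above the campaign mean inhibition of all tested compounds plus 3 SD, cut at about 20% in these data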;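 also: 0% = DMSO wells given NPY plus isoproterenol and 100% = isoproterenol alone without NPY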
#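 System: HEK293 cells with Y1 receptor plus CNG channel / Probe or stimulus: NPY 25 nM then isoproterenol 1 µM plus Ro 20-1724 25 µM / Compound: one concentration, 3.6 µM, in 0.4% DMSO / Schedule: compound incubation 1 h at room temperature, readout 45 min post-stimulation / Measured by: membrane potential fluorescence / Read-out: % inhibition of NPY effect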
# TRPN1 ag – zebrafish TRPN1 (NompC) channel agonism; HEK293 zebrafish TRPN1-YFP, Fluo-8 calcium fluorescence; 100% = response to 87 µM carbachol; activation, % at 3 µM; 220,000 tested, 0.18% active;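 active = activation above its plate's cutoff, the mean activation of test wells on that plate plus 3 SD, cut at about 19% in these data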;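 also: 0% = DMSO alone and 100% = 87 µM carbachol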
#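 Material: zebrafish TRPN1-YFP in HEK293 cells; Doses: single test compound dose, 3 µM nominal, 0.3% DMSO; Timing: dye loading 1 h at 37 °C, then 30 min room temperature; Technique: intracellular calcium fluorescence with Fluo-8; Benchmarks: high carbachol 87 µM, low DMSO alone.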
# 14-3-3 Bad inh – disrupts binding of bovine 14-3-3 zeta to phospho-Bad peptide; TR-FRET 14-3-3zeta/Dy647-pBad peptide displacement, 1 h; P63103; inhibition, % at 21.7 µM; 220,000 tested, 0.71% active;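 active = inhibition above about 70%, limit read from the data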;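 also: 0% = full 14-3-3 plus peptide FRET controls and 100% = background without 14-3-3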
# Target sequence (P63103 whole entry, looked up): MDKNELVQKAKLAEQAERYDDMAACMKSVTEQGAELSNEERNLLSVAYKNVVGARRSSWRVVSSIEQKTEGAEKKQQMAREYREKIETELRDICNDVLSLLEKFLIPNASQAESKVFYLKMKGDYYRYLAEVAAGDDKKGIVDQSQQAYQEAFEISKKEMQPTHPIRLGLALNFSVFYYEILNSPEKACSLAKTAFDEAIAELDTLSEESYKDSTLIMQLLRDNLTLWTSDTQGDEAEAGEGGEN
# EP2 antag – blocks the human prostaglandin E2 receptor EP2; C6 glioma cells expressing human EP2, cAMP TR-FRET; cells stimulated with saturating PGE2; inhibition, % at 25 µM; 260,000 tested, 0.52% active; AID 1422;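 active = percent inhibition above 40 after rounding to a whole number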;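 also: rat C6 glioma host cells with rolipram phosphodiesterase inhibitor present; the protocol text gives 20 µM as final concentration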
# Target sequence (P43116 whole entry, looked up): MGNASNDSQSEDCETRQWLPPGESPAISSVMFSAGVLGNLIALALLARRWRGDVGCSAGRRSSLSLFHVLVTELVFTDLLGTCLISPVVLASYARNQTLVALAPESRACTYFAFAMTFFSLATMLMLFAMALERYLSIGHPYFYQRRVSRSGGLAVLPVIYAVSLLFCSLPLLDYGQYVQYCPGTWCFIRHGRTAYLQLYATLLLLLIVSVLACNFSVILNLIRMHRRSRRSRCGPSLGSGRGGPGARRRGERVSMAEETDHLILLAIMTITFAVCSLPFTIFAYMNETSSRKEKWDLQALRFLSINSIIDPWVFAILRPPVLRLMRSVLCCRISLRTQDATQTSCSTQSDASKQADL
# EP2 modulator – EP2 receptor (human) modulation | P43116 | EP2-expressing cells, cAMP HTRF FRET, PGE2 co-stimulation | induction, % at 25 µM | 260,000 tested, 0.83% active | AID 940;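 active = compounds whose cAMP rise, as percent of the full-agonist control response, exceeds 60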;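 also: rat C6 glioma line stably carrying human EP2 under a CMV promoter; the protocol text gives 20 µM as final concentration; 100% = response of wells given 1 µM PGE2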
# CHOP inh – inhibitors of CHOP induction in ER stress response | CHO-K1 CHOP-promoter luciferase, tunicamycin-induced, 15-18 h | inhibition, % at 10 µM | 220,000 tested, 3.8% active;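 active = compounds that reduced the stress-induced luciferase reporter signal by more than about 70% of percent inhibition, limit read from the data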;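 also: 0% = tunicamycin plus vehicle and 100% = wells without tunicamycin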
# PPC-1+TRAIL kill – PPC-1 cancer cell killing with TRAIL present. 220,000 tested, 0.41% active. cell killing (% activity), % at 4 µM. PPC-1 cells + TRAIL, ATPLite viability luminescence;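 active = cell killing above 50% in the first pass at 4 µM, then a duplicate retest at 5 µM averaging 50% or more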;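 also: plate controls were cells with TRAIL plus DMSO for no effect and medium-only wells lacking cells for full effect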
# TRPML3 agonist – human mucolipin-3 channel agonism; Q8TDD5; 220,000 tested, 0.29% active; HEK293 TRPML3-YFP, Fluo-8 calcium fluorescence; 100% = the carbachol control signal; activation, % at 3 µM;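 active = activation above its plate's cutoff, the mean activation of the plate's test wells plus 3 SD, cut at about 12% in these data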;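 also: 0% = DMSO only wells and 100% = carbachol wells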
#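 Test system: HEK293 cells stably carrying human TRPML3-YFP; Doses: single dose, 3 µM final nominal compound, 0.3% DMSO final; Schedule: dye loading 1 h 37 °C then 30 min ambient, 125 s read; Technique: Fluo-8 calcium fluorescence; Benchmarks: high control carbachol 87 µM, low control DMSO.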
# * hit, by the source's call; . = not tested or not shown; & = joins results of further samples; [ ] = another dose, or the depositor's remark.
SMILES,NPY1 pot ag,NPY Y1 blocker,TRPN1 ag,14-3-3 Bad inh,EP2 antag,EP2 modulator,CHOP inh,PPC-1+TRAIL kill,TRPML3 agonist
CNc1nnc(-c2ccc(N(C)C)cc2)s1,-8.3,-0.1,-1.0,-10.6[fluorescence artefact?],14.8,-31.0,7.6,60.3*,0.6
C=CCN1C(=O)c2cccc3c(Br)ccc(c23)C1=O,1.8,4.6,0.5,-11.9,12.9,34.3,28.4,-7.3,0.4
CN1/C(=C\C(=O)COC(=O)c2ccc(O)cc2)C(C)(C)c2ccccc21,6.8,.,2.7,-8.1,9.2,-22.7,1.8,-3.8,0.5
COc1cccc2[nH]c3c(N4CCC(C(N)=O)CC4)ncnc3c12,-1.1,1.4,0.6,-2.3,22.3,33.5,3.5,-0.5,0.3
COc1ccc(OC2C(=O)N(CCc3ccc(OC)c(OC)c3)C2c2ccc3c(c2)OCO3)cc1 (centres undefined),-2.9,2.7,0.6,3.9,16.0,6.2,15.3,0.6,-0.5
COc1ccc(NC(=O)/C=C/c2ccccc2)cn1,1.7,3.8,1.5,0.8,3.7,-8.9,9.0,12.1,0.7
CC(=O)O[C@H]1C(=O)[C@@]2(C)[C@H]([C@H](OC(=O)c3ccccc3)[C@]3(O)C[C@H](OC(=O)[C@H](O)C(NC(=O)c4ccccc4)c4ccccc4)C(C)=C1C3(C)C)[C@]1(OC(C)=O)CO[C@@H]1C[C@@H]2O (some centres undefined),.,.,.,4.1,7.9,17.5,24.1,5.2,.
Cc1ccc(C(c2nnnn2Cc2cccs2)N2CCN(Cc3ccc4c(c3)OCO4)CC2)cc1 (centres undefined),4.9,7.9,-0.2,18.7,9.9,21.4,43.9,33.6,-0.1
CCCc1nnc(SCC(=O)N2CCOCC2)n1CCCOC,-3.0,-0.4,1.5,-13.2[fluorescence artefact?],7.5,10.4,-0.9,2.9,0.8
O=C(CSc1nnc(NC(=O)C2CC2)s1)Nc1ccc2c(c1)OCCO2,-11.4,4.6,0.6,-3.9,7.9,9.7,12.8,4.3,0.0
COc1ccc(NC(=O)N2Cc3ccccc3CC2C(=O)NC(C)(C)C)cc1 (centres undefined),-6.7,-11.4,-0.8,9.1,7.7,29.4,28.3,3.4,-0.2
COc1ccccc1NC(=O)COC(=O)C1CC1,-13.0,-2.1,1.0,-14.7,2.0,19.7,3.4,9.9,-0.1
N#Cc1c(SCC(=O)OCc2ccccc2)nsc1SCC(=O)OCc1ccccc1,-16.4,1.4,-0.3,-1.2,4.0,6.8,37.3,26.3,0.8
COc1cc2c(cc1OC)C(C(=O)N1CCOCC1)C(c1cccs1)N(C)C2=O (centres undefined),7.2,5.7,0.7,1.0,5.0,15.2,0.6,14.5,0.1
Oc1ccc(N2CCN(C(c3ccncc3)c3nnnn3C3CCCC3)CC2)cc1 (centres undefined),21.9,-1.4,-0.1,-4.4,8.4,31.3,0.6,4.9,-0.6
Cc1ccc(N(C(=O)Cc2cccs2)C(C(=O)NC2CCCCC2)c2ccccn2)cc1C (centres undefined),-35.2,12.5,6.4,-5.2,5.5,48.3,15.8,10.0,-1.2
COC(=O)C1C(=O)OC(C)(C)C1C(C)C(=O)c1ccccc1 (centres undefined),10.6,7.2,1.3,-6.4,1.2,14.8,-1.1,11.8,6.4
COC(=O)CSc1nc2c(c(-c3ccc(C)o3)c1C#N)CCCC2,-14.4,3.1,0.3,-10.8,-0.6,57.8,19.5,0.8,-0.2
Cc1cccc(C(=O)NCCC(=O)Nc2nc(C)c(Cc3ccc4c(c3)OCO4)s2)c1,-35.9,3.5,-0.8,-2.7,7.7,3.2,44.7,26.8,0.1
O=C(CSc1ccsc1[N+](=O)[O-])NCc1ccccc1,0.4,-1.7,-1.6,-17.4,3.9,-9.2,16.7,17.4,-1.1
COC(=O)C1=C(C)N(C(C)C)C(=O)C1(NC(C)=O)C(F)(F)F (centres undefined),13.9,1.3,1.1,1.6,11.7,16.5,20.1,13.8,1.3
CCOc1ccc(NC(=O)c2sccc2-n2cccc2)cc1,-8.1,10.1,-1.6,-2.6,6.5,2.9,-0.3,15.4,0.1
O=C(Nc1ccccc1)c1cccnc1N1CCOCC1,10.3,5.3,-0.2,-8.7,3.0,-6.9,34.7,21.2,0.4
COc1cccc(/C=C/C(=O)Nc2ccc(N3CCOCC3)cc2)c1OC,-1.9,.,2.9,-2.5,0.8,1.8,-8.2,1.3,0.6
O=C(Nc1ccc(S(=O)(=O)Nc2nccs2)cc1)c1cc(-c2ccccn2)nc2ccccc12,5.9,3.3,0.7,-11.7,2.2,26.0,11.1,10.0,0.8
SMILES,NPY1 pot ag,NPY Y1 blocker,TRPN1 ag,14-3-3 Bad inh,EP2 antag,EP2 modulator,CHOP inh,PPC-1+TRAIL kill,TRPML3 agonist
COc1ccc(C(=O)NCCC2=CCCCC2)cc1[N+](=O)[O-],1.7,11.3,0.4,-3.1,7.7,-8.8,4.6,14.6,1.1
O=C(Nc1ccccc1[N+](=O)[O-])C1=C(O)CCn2c1nc1ccccc12,-4.0,5.2,1.0,.,16.8,-7.1,0.7,11.8,0.9
Cc1sc2nc(CSc3ccc([N+](=O)[O-])c(C(F)(F)F)c3)[nH]c(=O)c2c1C,-8.6,2.9,3.1,-9.6,5.3,7.3,62.1,20.3,0.2
NC1=NC(c2ccccc2)N=C(Nc2ccccc2)N1 (centres undefined),-6.7,.,-0.3,-5.3,3.0,-0.9,-4.4,-5.3,0.6
CCN(Cc1cc2ccccc2[nH]c1=O)S(=O)(=O)c1ccccc1,-2.7,-8.1,1.1,-2.8,10.7,5.3,15.9,11.6,0.5
Cc1ccc(C(=O)OC(C(=O)Nc2ccc(Cl)cc2C(F)(F)F)c2ccccc2)cc1 (centres undefined),-8.7,-1.0,-0.6,-20.1,9.5,22.4,13.3,4.1,0.3
CCCCNC(=O)C1(c2ccc(OC)cc2)CCOCC1,-0.2,-1.0,-0.6,-1.8[fluorescence artefact?],5.6,18.2,6.3,0.7,0.6
O=C(C1=C[C@@H](c2ccccc2)C[C@@H](OCCCCO)O1)N1CCOCC1,-3.3,-0.6,-1.9,1.8,14.9,19.7,13.1,16.7,0.2
O/N=C\c1ccc(-c2ccccc2)o1,5.4,1.7,-2.3,-4.5,1.9,-3.9,41.5,1.7,-0.1
CC1CCN(CCCNC(=O)CN2CCN(Cc3ccc(Cl)cc3)C2=O)CC1,-13.3,4.7,-3.2,-12.8[fluorescence artefact?],5.8,3.9,-0.9,13.3,0.1
COCCN1C(=O)N[C@@H](CCc2ccccc2)[C@H](C(C)=O)[C@H]1C,.,.,.,0.8,10.2,-13.5,30.8,15.8,.
CC(C)N(C(=O)c1sc2cc([N+](=O)[O-])ccc2c1Cl)C(C)C,85.1*,0.7,0.2,-7.5,12.5,-29.8,20.5,2.7,0.7
Cc1cc(CNC(=O)Nc2ccc3c(c2)OCO3)nn1C,8.9,6.7,0.4,0.3,8.8,-3.1,-0.1,-13.3,-0.1
Cn1c(SCC(=O)OC2CCCCC2)nnc1-c1ccc(S(=O)(=O)N2CCCC2)cc1,4.2,-0.7,-0.4,8.9,-0.2,28.6,42.1,18.0,1.5
CCS(=O)(=O)c1ccc(-c2csc(-c3ccc(Cl)cc3)n2)c(Cl)c1Cl,-17.0,-4.4,1.1,2.9,9.7,6.6,-1.6,3.6,0.7
COc1ccc(CN=C(Nc2ccccc2)SC2CC(=O)NC2=O)cc1 (centres undefined),-1.5,2.9,1.1,5.6,5.0,-20.9,14.1,20.9,-0.4
CCC(CC)C(=O)N1CCN(c2cccc(C)c2C)CC1,-14.7,10.2,-1.6,2.4,15.3,15.0,18.6,47.1,0.0
CCC(c1nnnn1CCc1ccccc1)N(Cc1ccco1)Cc1cc2c(C)ccc(C)c2[nH]c1=O (centres undefined),-9.6,7.4,0.3,4.9,7.6,40.3,90.2*,7.6,-0.5
COc1ccc(/C=N/NC(=O)C(=O)N2CCN(c3ccccc3OC)CC2)cc1,5.0,8.8,0.0,-6.7[fluorescence artefact?],7.0,10.7,19.7,0.4,0.2
Cc1cc(C)cc(NC(=O)C(Nc2ccccc2)c2ccccc2)c1 (centres undefined),10.2,12.8,-1.2,0.6[fluorescence artefact?],9.4,8.6,22.3,7.5,-0.2
CCOC(=O)c1c(NC(=O)C(C)Sc2c[nH]c3ccccc23)sc2c1CCC2 (centres undefined),-11.1,-1.4,-0.7,-20.1[fluorescence artefact?],10.4,23.0,8.4,4.0,0.0
Cc1ccc(NC(=S)NCC23C=CC(O2)C2C(=O)N(c4ccc(C)cc4)C(=O)C23)cc1 (centres undefined),-16.0,1.5,-0.3,-18.5,7.3,-58.7,18.8,14.9,0.0
O=C(O)C1C2C=CC(C2)C1C(=O)NCCCc1ccccc1 (centres undefined),-32.5,4.7,2.1,-8.9,9.4,10.2,12.0,28.3,0.8
O=S(=O)(c1ccc2ccccc2c1)N1CCCCC1,-23.5,4.7,0.5,7.6,4.3,2.1,49.4,23.5,15.9*
CS(=O)(=O)N1N=C(c2ccccc2)CC1c1ccc2nccnc2c1 (centres undefined),-10.3,0.9,1.9,-19.7,9.3,-4.6,12.2,14.2,0.8
Cc1ccc(S(=O)(=O)N(C)C)cc1NC(=O)CCc1ccccc1,12.2,.,2.1,-6.0,5.0,-5.5,1.7,-18.8,-0.1
O=C(NNc1cc(Cl)cc(Cl)c1)C1CCC1,0.6,.,-1.7,-1.1,9.2,-18.1,4.9,-4.8,-0.3
CC1(C)C=Cc2cc3ccc(=O)oc3cc2O1,.,.,.,-0.4,20.7&12.9,-0.1&0.5,9.0,19.2,.
Cc1cccc(N2CCN(Cc3nc(-c4cccc(Oc5ccccc5)c4)oc3C)CC2)n1,-25.6,9.5,1.1,-7.6,5.9,9.2,39.2,.,0.7

# Part of the list above, tab-delimited.
canonical_smiles	NPY1 pot ag	NPY Y1 blocker	TRPN1 ag	14-3-3 Bad inh	EP2 antag	EP2 modulator	CHOP inh	PPC-1+TRAIL kill	TRPML3 agonist
Cc1cccc(N2CCN(Cc3nc(-c4cccc(Oc5ccccc5)c4)oc3C)CC2)n1	-25.6	9.5	1.1	-7.6	5.9	9.2	39.2	.	0.7
CCN(Cc1cc2ccccc2[nH]c1=O)S(=O)(=O)c1ccccc1	-2.7	-8.1	1.1	-2.8	10.7	5.3	15.9	11.6	0.5
CCOC(=O)c1c(NC(=O)C(C)Sc2c[nH]c3ccccc23)sc2c1CCC2 (centres undefined)	-11.1	-1.4	-0.7	-20.1[fluorescence artefact?]	10.4	23.0	8.4	4.0	0.0
NC1=NC(c2ccccc2)N=C(Nc2ccccc2)N1 (centres undefined)	-6.7	.	-0.3	-5.3	3.0	-0.9	-4.4	-5.3	0.6

# Assay outcomes from PubChem BioAssay.

# The list is partial; count on the stated rates, not on these rows.
